SR-BI HDL uptake = blocks mouse SR-BI lipid uptake from DiI-HDL. Q61009. ldlA[mSR-BI] CHO cells, DiI-HDL uptake fluorescence, 3 h. inhibition, % at 12.5 µM. actives 0.96% (n = 320,000). AID 488896;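 active means mean replicate inhibition of at least 70% and a set share of replicates each scoring 70 or more; inconclusive means meets just one of the two criteria; inactive means fails both criteria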;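 further: 0% = median of neutral control wells and 100% = median of positive control wells; values of inactives mirror those of a sister screen read the other way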
Target sequence (Q61009 whole entry, looked up): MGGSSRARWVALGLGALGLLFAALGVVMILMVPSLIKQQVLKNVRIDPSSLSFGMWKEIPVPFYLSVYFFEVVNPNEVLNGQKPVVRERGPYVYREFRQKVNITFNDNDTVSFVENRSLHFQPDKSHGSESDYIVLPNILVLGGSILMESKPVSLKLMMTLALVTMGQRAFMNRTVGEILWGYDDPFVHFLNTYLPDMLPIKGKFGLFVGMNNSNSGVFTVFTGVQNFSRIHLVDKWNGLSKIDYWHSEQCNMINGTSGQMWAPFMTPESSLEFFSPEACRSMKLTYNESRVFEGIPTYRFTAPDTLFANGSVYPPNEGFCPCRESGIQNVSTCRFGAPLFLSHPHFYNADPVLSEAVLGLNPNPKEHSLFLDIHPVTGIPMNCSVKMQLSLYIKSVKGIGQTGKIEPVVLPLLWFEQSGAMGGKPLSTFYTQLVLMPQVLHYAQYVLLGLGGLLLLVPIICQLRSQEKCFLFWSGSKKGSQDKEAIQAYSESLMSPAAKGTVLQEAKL
Tat transport = inhibitors of E. coli Tat protein transport; E. coli MC4100 TorA-mCherry Tat export, fluorescence; inhibition, % at 10 µM; actives 0.036% (n = 340,000);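 active means mean replicate inhibition at least 50% and at least half of replicates individually reaching 50%; inconclusive means only one of the two criteria met; inactive means neither criterion met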;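 further: exported cargo escapes ClpAP degradation while cytoplasmic cargo is degraded and loses fluorescence; 0% = median of neutral control wells and 100% = median of NaSCN control wells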
AddAB inh = less growth of phage-infected E. coli with AddAB | AID 435030 | actives 0.29% (n = 330,000) | inhibition, % at 11.9 µM | E. coli expressing H. pylori AddAB, absorbance growth; in the data active means inhibition above about 12%;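 further: 0% = vehicle wells of infected cells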
CAL PDZ FP-1 = inhibitors of human CAL PDZ peptide binding; purified CAL PDZ, TMR-peptide fluorescence polarization, 1 h; inhibition, % at 24.9 µM; actives 0.92% (n = 300,000); AID 602252;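 active means mean inhibition of at least 30% with at least half of replicates also reaching 30%; inconclusive means no clear call, values can overlap the other calls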;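 further: 0% = DMSO neutral control and 100% = excess unlabeled competitor peptide PRC23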
phage Ecoli inh = E. coli growth loss with phage present. actives 0.26% (n = 360,000). growth absorbance. inhibition, % at 11.9 µM. AID 651602; in the data active means inhibition above about 11%
E coli growth = reduces bacterial viability in AddAB counter-screen. actives 0.27% (n = 330,000). inhibition, % at 11.9 µM. E. coli V3065 growth, OD600 absorbance, 18 h. AID 449728;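 active means inhibition above the campaign's mean inhibition across all tested compounds plus 3 SD, cut at about 9.9% in these data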;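 further: uninfected addAB+ strain grown without phage in ampicillin broth; 0% = DMSO wells and 100% = ciprofloxacin 0.95 µg/ml wells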
SR-BI uptake up = activators of SR-BI mediated HDL lipid uptake | CHO ldlA[mSR-BI] cells, DiI-HDL uptake fluorescence, 3 h; 100 = double the neutral-control signal | activation, % at 12.5 µM | actives 0.096% (n = 320,000) | AID 504775;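 active means mean replicate activation of at least 60% and every replicate at or above 60%; inconclusive means mean or all-replicate condition met, but not both; inactive means mean below 60% and not all replicates reaching 60%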;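 further: 0% = median plate neutral-control signal and 100% = twice that signal; values of inactives mirror those of a sister screen read the other way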
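Test system: SR-BI-overexpressing, LDLR-lacking CHO cells; Medium: Ham's F12 with 0.5% BSA, HEPES 25 mM, pH 7.4; Schedule: 3 h, 37 °C; Technique: bottom-read fluorescence, 550/595 nm.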
MITF act = activators of MITF-driven TRPM1 promoter activity in SK-MEL-5 cells; SK-MEL-5 TRPM1-promoter luciferase, 24 h; % of positive control, neutral wells = 0; actives 0.75% (n = 300,000); activation, % at 12.5 µM;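 active means mean activation of at least 80% with every replicate also reaching 80%; inconclusive means mean reaches 80% but some replicate falls short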;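 further: 0% = neutral control wells and 100% = parthenolide positive control wells; values of inactives mirror those of a sister screen read the other way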
Wnt act = Wnt/beta-catenin pathway activation. Wnt/beta-catenin reporter cell assay, activator, plate reader. activation, % at 9.35 µM. actives 1.2% (n = 300,000). AID 743398; in the data active means activation above about 30%, passing the limit was not always enough; inconclusive means no clear call, values can overlap the other calls;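 further: 0% = neutral control wells and 100% = positive control wells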
CAL PDZ FP-2 = blocks peptide binding to human CAL PDZ domain | Q9HD26 | purified CAL PDZ, TMR-peptide fluorescence polarization, 1 h | inhibition, % at 20 µM | actives 0.02% (n = 330,000) | AID 504414;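 active means highest replicate inhibition of at least 40%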;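 further: plate controls were DMSO neutral control wells for no effect and unlabeled competitor peptide control wells for full effect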
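Read-out basis: mP drop reported as inhibition | Assay system: Tagged CAL PDZ protein CerCALP, purified | Benchmarks: Unlabelled peptide for full inhibition, DMSO wells as neutral | Schedule: 1 h incubation at room temperature before polarization reading | Buffer or medium: Sodium phosphate/NaCl buffer pH 7.4 with TCEP, IgG, Thesit | Doses: Single point, 20 µM | Measured by: Fluorescence polarization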
* = called active by the depositor; ? = inconclusive; · = not tested or not shown; & = joins results of further samples. Random draw from the library; any-hit rate near 3.6%.

SMILES	SR-BI HDL uptake	Tat transport	AddAB inh	CAL PDZ FP-1	phage Ecoli inh	E coli growth	SR-BI uptake up	MITF act	Wnt act	CAL PDZ FP-2
C=CCOc1ccc(C(=O)c2ccccc2)c(OCC(=O)NC2(C#N)CCCC2)c1	8	15	2.9	1	1.8	-0.3	-8	-6	-2	-2.8
Cc1nc(-c2coc3cc(O)c(C)cc3c2=O)cs1	14	-7	1.2	-1	-0.3	-0.2	-14	-17	·	-0.7
CCOc1cccc(-c2nnc(SCC(=O)NC3CC3)n2C)c1	-9	6	0.1	-5	1.8	0.0	9	0	0	20
COc1ccc2c(c1)nc(NCCO)n2C	-18	34	4.2	-3	1.8	1.7	18	1	3	-1.0
Cc1ccc(-n2c(-c3ccc(Br)cc3)c[n+]3c2CCc2ccc4cccnc4c2-3)cc1	4	-8	31*	-3	5.4	24*	-4	-97	·	-7.4
CCc1ccc(NC(=S)Nc2cc(C(=O)O)ccc2N2CC3CC(C2)c2cccc(=O)n2C3)cc1 (stereo not drawn)	9	0	-4.3	4	3.7	-0.8	-9	3	3	-0.7
CC(=O)c1ccc(NC(=O)CSCCO)cc1	-3	0	1.5	1	1.5	-0.7	3	27	·	-1.3
Cc1ccc(CN2C(=O)c3ccccc3C2C(=O)NCC2CCCO2)cc1 (stereo not drawn)	-32	-1	2.5	-1	0.1	0.3	32	-7	11	-0.4
CCOC(=O)c1cc(-c2cccnc2)nn1-c1ccccn1	-22	0	1.1	-4	2.2	0.4	22	-7	-1	0.5
CC(=O)C1=C(O)C(=O)N(c2ccc(O)cc2)C1c1ccccc1 (stereo not drawn)	-18	-5	-1.6	0	2.8	-1.7	18	-6	0	-1.8
CCN(CCn1cccn1)Cc1c(C(=O)N2C[C@@H](C)O[C@@H](C)C2)nc2ccc(Cl)cn12	-31	12	1.5	-5	3.6	1.6	31	-6	·	0.3
CC1=C(C(=O)NCc2ccc3c(c2)OCO3)C2(CCC(C)CC2)OC1=O (stereo not drawn)	-29	1	-1.9	1	1.6	0.7	29	8	0	0.8
Cc1ccc(CN2CCCN(Cc3ccc(F)cc3Cl)S2(=O)=O)cc1	-7	13	-0.2	-4	2.9	-1.4	7	2	0	-2.1
COc1cc2nc(NC(=O)c3ccc(Cl)cc3)[nH]c(=O)c2cc1OC	?	0	-1.1	-5	0.8	-3.1	-72	14	·	·
C=CCCCCCCCCC(=O)NNC1CC(=O)N(c2ccccc2)C1=O (stereo not drawn)	1	3	1.4	49*	2.9	-0.5	-1	0	0	-0.3
COc1cc(N2CCCC2)ccc1[N+](=O)[O-]	-5	-1	1.0	-3	1.8	0.9	5	-5	·	-0.5
Cc1ccsc1/C=C1/SC(=O)N(CC(=O)N2CCOCC2)C1=O	39	0	1.9	-2	0.4	1.8	-39	9	·	-0.5
O=C(OCc1ccc(Br)cc1F)c1cc2ccccc2oc1=O	·	-10	1.9	-1	2.7	0.1	·	-6	-1	-0.5
Cc1coc2c1c(C)cc1oc(=O)c(CC(=O)NCCCCCC(=O)O)c(C)c12	-17	-6	-3.0	-5	1.6	-2.8	17	-5	1	-0.4
Cc1cc(C)c(C#N)c(N2CCOCC2)n1	-5	0	3.0	2	1.8	1.8	5	6	-1	0.1
COC(C[C@@H](O)C[C@H](O)[C@@H](C)OCc1ccccc1)OC	-21	1	·	1	2.5	·	21	8	1	1.7
COc1ccc(S(=O)(=O)N2CC3CCCN3c3cc(C(F)(F)F)ccc32)cc1 (stereo not drawn)	49	10	1.3	-8	4.8	-0.2	-49	-2	-3	-0.3
O=[N+]([O-])c1ccc(/C=N/N=C/c2ccc([N+](=O)[O-])o2)o1	15	-2	·	-2	7.9	·	-15	-86	-9	-2.2
CC(=O)c1sc(NC(=O)COc2ccc(C(C)C)c(C)c2)nc1C	22	-16	0.8	-3	1.9	-0.1	-22	-5	0	-2.0
CC1=C(C#N)CCC(=O)N1Cc1ccc(C)cc1	-10	2	3.2	-7	0.8	0.4	10	4	-1	-0.2
O=C(NCC(Cl)c1ccc2ccccc2c1)c1c(F)cccc1F (stereo not drawn)	-1	-10	-1.4	0	0.6	-0.2	1	·	6	0.5
Cc1nn(-c2ccccc2)c(C)c1NC(=O)COC(=O)Cc1cccc(C(F)(F)F)c1	-31	8	0.5	0	0.4	-1.7	31	3	5	-0.1
CC(C)N(Cc1nc(-c2ccc(Cl)cc2)no1)C(=O)CN(C)S(=O)(=O)c1ccc(Cl)cc1	9	17	-2.1	-1	·	-1.1	-9	-13	-2	0.1
c1ccc(Oc2nnc(-c3cccs3)c3ccccc23)cc1	-13	-1	-0.1	-1	4.7	0.4	13	-9	·	-1.1
CC1=NNC(=O)C1CC(=O)N/N=C/c1sccc1C (stereo not drawn)	0	-6	0.6	·	2.9	1.6	0	·	2	-2.3
CC(=O)N1CCN(S(=O)(=O)c2ccc3c(c2)CC(=O)N3)CC1	3	-4	2.1	6	0.8	-2.3	-3	3	-3	-0.3
Cc1ccccc1N=C1c2ccccc2C(=O)C1[N+](=O)[O-] (stereo not drawn)	-25	-14	2.7	·	1.6	1.7	25	-8	-1	-0.1
CCC(c1nnnn1CCOC)N1CCN(c2cccc(C(F)(F)F)c2)CC1 (stereo not drawn)	0	2	0.9	·	0.3	-0.4	0	·	-9	0.2
COCCCN1CC(=O)N2Cc3[nH]c4ccccc4c3C[C@H]2C1=O	0	5	-0.1	-3	2.1	-0.9	0	9	-2	-0.3
CN1CC(=O)N=C1N	12&-5	-13&-7	0.4&-1.6	-3&-4	1.8&4.6	2.6&0.3	-12&5	9&-2	-3&-3	0.2&0.2
Cc1ccc(C)c(NS(=O)(=O)c2c(C)ccc3nsnc23)c1	11	-7	1.9	-1	3.4	1.6	-11	0	1	-2.5
CCn1c(SCCOc2ccc(OC)cc2)nnc1C(CO)NC(=O)c1ccc(OC)cc1 (stereo not drawn)	3	-8	2.5	3	-0.2	-1.8	-3	0	-2	-0.6
Cc1cccc(NC(=O)C2Cc3ccccc3CN2C(=O)OCc2ccccc2)c1C (stereo not drawn)	26	-2	1.7	-2	4.2	0.9	-26	2	-3	-2.3
CCOC(=O)C(C)Sc1nnc(Cc2cc(=O)[nH]c(=O)[nH]2)n1-c1cccc(OC)c1 (stereo not drawn)	-8	-4	2.5	-1	2.9	0.1	8	-3	-2	-1.8
Cc1ccc(S(=O)(=O)Nc2cccc(C(=O)NCc3ccccn3)c2)cc1F	-7	-7	1.7	-9	4.2	0.9	7	3	-4	-1.0
C/C(=N\NC(=O)C1CC1)c1ccc2c(c1)OCCO2	-31	2	1.3	4	4.8	0.7	31	32	-1	-2.8
O=C(Nc1nnc(COc2ccc(Br)cc2)s1)c1ccco1	0	-10	7.3	4	3.0	4.2	0	·	-2	-0.1
N#Cc1cc2c(nc1SCc1ccc(Cl)nc1)CCCCC2	·	9	-0.4	-1	2.9	1.1	·	15	1	0.3
CCOC(=O)c1csc(NC(=O)CSc2nnnn2-c2cccc(OC)c2)n1	·	-5	2.2	3	0.1	-0.2	·	-8	-2	-4.5
C=C(C)C(=O)Nc1nnc(-c2ccccc2C)s1	3	-7	·	-2	0.2	·	-3	16	-7	0.2

AddAB inh: hit marks shown above
| Structure | SR-BI HDL uptake | Tat transport | AddAB inh | CAL PDZ FP-1 | phage Ecoli inh | SR-BI uptake up | MITF act | Wnt act | CAL PDZ FP-2 |
| --- | --- | --- | --- | --- | --- | --- | --- | --- | --- |
| Cc1ccc(-n2c(-c3ccc(Br)cc3)c[n+]3c2CCc2ccc4cccnc4c2-3)cc1 | 4 | -8 | 31* | -3 | 5.4 | -4 | -97 | · | -7.4 |

Further records:
SMILES	SR-BI HDL uptake	Tat transport	AddAB inh	CAL PDZ FP-1	phage Ecoli inh	E coli growth	SR-BI uptake up	MITF act	Wnt act	CAL PDZ FP-2
Cc1ccnc(N2CCN(C(=O)CSc3nc4ccccc4nc3N3CCC(C)CC3)CC2)c1	10	10	-1.5	-2	2.9	0.5	-10	7	0	-1.2
Cc1c[n+]([O-])cc(C)c1[N+](=O)[O-]	-5	12	·	-1	2.7	·	5	-12	-1	-0.4
O=C1c2ccc(-c3ccc(Cl)c(C(F)(F)F)c3)cc2S(=O)(=O)c2cccc(C(=O)N3CCN(c4ncc(Br)cn4)CC3)c21	51	14	3.1	-2	2.2	0.8	-51	5	1	-0.8
CN=C1SC(C(=O)O)CC(=O)N1C (stereo not drawn)	-17	0	2.5	-1	3.4	-1.0	17	5	-4	-0.2
CCC(Sc1ncccc1C(=O)O)C(=O)N1CCCC1 (stereo not drawn)	-11	-16	-0.8	·	0.9	-0.2	11	2	-1	-1.5
CCCc1[nH]n(-c2nc3ccccc3s2)c(=O)c1C=NCCN1CCOCC1	-3	-5	0.8	·	-2.4	-1.2	3	2	·	-3.6
Cc1cc(=O)n2[nH]cc(-c3ccccc3)c2n1	-6	0	·	-3	-2.1	·	6	0	-1	·
CCCCNC(=O)Nc1ccc(C2SCCS2)cc1	-4	-6	0.6	·	2.4	0.2	4	·	29	-1.9
Cc1ccc(-c2csc(N(CCc3ccccc3)C(=O)COc3ccccc3)n2)cc1	58	12	2.6	-8	3.6	1.3	-58	·	·	-0.1
COc1ccc(N(CC(=O)N2CCCCCC2)S(=O)(=O)c2ccccc2)cc1	-5	0	2.0	-4	1.8	2.8	5	-1	8	-2.5
O=C(Nc1ccc(Br)cc1)c1cc(-c2ccc3c(c2)OCO3)on1	·	-7	5.7	2	0.1	1.5	·	12	0	-0.1
COc1ccc(Cl)cc1NC(=O)CSc1nc(-c2ccccc2)cc(=O)[nH]1	-10	-7	-2.5	-4	2.4	-0.8	10	·	-1	-0.7
COc1ccc(/C=N/n2c(C)cc(C)c(C(N)=O)c2=O)cc1	0	5	-0.8	-5	0.4	1.4	0	-6	·	-1.9
Cc1cccc2c(-c3ccccc3)cc(=O)[nH]c12	-20	-2	-2.9	·	2.2	-0.9	20	·	-4	-2.7
COc1nc(N(C)C)nc(N(OC)S(=O)(=O)c2ccccc2Cl)n1	-5	-1	2.8	1	1.7	0.8	5	·	-3	-0.8
COc1ccccc1/C=C1\SC(=S)N(N2C(=O)CCCC2=O)C1=O	0	-2	-0.3	-3	4.0	-1.7	0	-8	-1	-0.8
C[C@H](O)CC1=C[C@H](O)[C@@H](C)OC1=O	-15	-8	2.7	1	2.5	-2.5	15	14	-1	-1.1
Cc1c(NC(=O)NCc2ccccc2)c(=O)n(-c2ccccc2)n1C	-10	0	0.2	1	3.9	1.8	10	-15	-2	-0.4
CCC(C)N=Cc1c(Nc2ccccc2)nc2c(C)cccn2c1=O (stereo not drawn)	·	6	0.0	1	1.6	1.8	·	9	7	-3.8
CC(C)(C)c1ccc(CN2N=Nc3ccccc3S2(=O)=O)cc1	25	6	1.4	7	-0.5	1.3	-25	2	-8	-1.9
COC1(OC)N=C(N)C2(C#N)C(c3cccc(Oc4ccccc4)c3)C12C#N (stereo not drawn)	-7	-2	0.0	-4	3.5	0.5	7	-7	·	·
